RGS4 inhibitor: blocks human RGS4-accelerated GTP hydrolysis. Transcreener GDP fluorescence polarization, RGS4-accelerated GTP hydrolysis. Potency, µM (top dose mostly 114 µM), without a hit: at the highest dose activity change, negative = inhibition, actives largely listed as inhibitors. hit rate 0.039% among 390,000. AID 504845; also: % is scaled to controls: 0 for no effect and ±100 for the full control effect; nearly all actives have a fitted effect of over 75% in size; some results filed as inactive show a strong effect at the top dose
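MLSMR compounds (23 nl, pin-transferred) preincubated 10 min at room temperature with a 500nM (2x) first reagent, then RGS4 at 900nM (2x) plus Transcreener GDP mix added; fluorescence polarization (620/688 nm) read before and after 90 min at 30 °C.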
RXFP1 agonist: RXFP1 (human) receptor agonism; Q9HBX9; HEK293T-RXFP1 cAMP TR-FRET, 30 min; response scale: percent of porcine relaxin response, buffer zero; Potency, µM (highest dose often 57.5 µM), inactives show at the highest dose activation, usual class: activators; hit rate 0.3% among 370,000; AID 2676; also: % is scaled to controls: 0 for no effect and ±100 for the full control effect; nearly all actives have a fitted effect of over 60% in size; many of its hits are not listed in these tables
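Agonist response is measured as cAMP accumulation in an RXFP1-transfected HEK293T line under PDE4 inhibition. Values are scaled between buffer-only and 29 nM porcine relaxin, and EC50s come from standard Hill equation fits.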
TrxR1 inh: rat TrxR1 inhibition; O89049; recombinant rTrxR1, NADPH fluorescence consumption, selenite substrate; Potency, µM (highest dose often 114 µM), for inactives: at the highest dose activity change, negative = inhibition, actives largely listed as inhibitors; hit rate 1% among 390,000; AID 588453; also: % is scaled to controls: 0 for no effect and ±100 for the full control effect; nearly all actives have a fitted effect of over 65% in size
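Rat TrxR1 (90 nM in the dispensed reagent) was pre-reduced with 400 uM NADPH for 5 min at room temperature, then incubated with compound for 15 min. After 400 uM selenite was added, NADPH fluorescence (Ex 340/Em 450 nm) was followed for 8 min.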
IDH1 R132H inh: inhibitors of human mutant IDH1 R132H; Potency, µM (titrated, usually from 76.6 µM), for inactives: top-dose activity change, negative = inhibition, usual class: inhibitors; hit rate 0.093% among 390,000; AID 602179; IDH1-R132H enzyme, NADPH consumption, diaphorase/resazurin fluorescence; O75874; also: % is scaled to controls: 0 for no effect and ±100 for the full control effect; nearly all actives have a fitted effect of over 65% in size
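IDH1-R132H (0.5 ug/mL dispensed) in pH 7.5 Tris buffer was preincubated 30 min with compound, then given a substrate mix of 0.016 mM NADPH and 2 mM alpha-KG for 80 min at room temperature; remaining NADPH was read by diaphorase/resazurin fluorescence.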
ALOX12 inh: blocks human arachidonate 12S-lipoxygenase. hit rate 1.1% among 580,000. Potency, µM (top dose mostly 108 µM), inactives show top-dose activity change, negative = inhibition, hits mostly inhibitors. AID 1671190. purified 12hLO, xylenol orange hydroperoxide absorbance. P18054; also: % is scaled to controls: 0 for no effect and ±100 for the full control effect
Target sequence (P18054 whole entry, looked up): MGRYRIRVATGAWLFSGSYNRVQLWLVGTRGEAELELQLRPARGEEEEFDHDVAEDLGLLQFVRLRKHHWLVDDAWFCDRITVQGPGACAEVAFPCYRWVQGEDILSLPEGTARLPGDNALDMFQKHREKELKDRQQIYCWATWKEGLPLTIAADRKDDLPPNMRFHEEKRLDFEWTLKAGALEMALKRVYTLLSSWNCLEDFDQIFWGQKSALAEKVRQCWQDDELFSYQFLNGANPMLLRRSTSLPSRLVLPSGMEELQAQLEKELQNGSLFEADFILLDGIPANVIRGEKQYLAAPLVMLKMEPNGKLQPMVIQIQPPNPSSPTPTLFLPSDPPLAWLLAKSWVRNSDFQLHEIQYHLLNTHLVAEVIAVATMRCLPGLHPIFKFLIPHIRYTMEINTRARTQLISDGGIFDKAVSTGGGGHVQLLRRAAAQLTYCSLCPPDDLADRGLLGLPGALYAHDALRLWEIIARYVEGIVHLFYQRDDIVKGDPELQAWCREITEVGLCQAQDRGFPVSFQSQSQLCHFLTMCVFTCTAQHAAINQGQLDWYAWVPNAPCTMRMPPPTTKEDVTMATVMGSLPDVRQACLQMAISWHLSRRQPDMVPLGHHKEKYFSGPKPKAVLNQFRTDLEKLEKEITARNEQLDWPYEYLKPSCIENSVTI
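Purified human 12hLO (150 nM final) in 25 mM Hepes, 0.01% Triton X-100, pH 7.0 was preincubated 15 min at room temperature with compound. Then 40 uM arachidonic acid was added, 30 min. Hydroperoxide was read by Fe-XO absorbance ratio 573/405 nm.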
USP1 inh: inhibitors of human USP1/UAF1 deubiquitinase; hit rate 0.23% among 390,000; Potency, µM (top dose mostly 57.1 µM), without a hit: at the top dose activity change, negative = inhibition, usual class: inhibitors; recombinant USP1/UAF1, Ub-Rhodamine cleavage fluorescence; O94782; also: % is scaled to controls: 0 for no effect and ±100 for the full control effect; nearly all actives have a fitted effect of over 60% in size; inactives centre near -12
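1 nM enzyme complex + cpd, 15 min RT; start with Ub-Rho 150nM final; kinetic fluorescence ex 480/em 540, 6 reads q60 s. Buffer 50mM HEPES pH 7.8, 0.5mM EDTA, 0.1 mg/ml BSA, 1mM TCEP, 0.01% Tween-20.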
Vif-APOBEC3G blk: Vif-A3G binding inhibition | Q9HC16 | HeLa A3G-eYFP + Vif (tagged APOBEC3G with the HIV-1 protein that degrades it), YFP fluorescence, overnight | Potency, µM (series often up to 46.1 µM), for inactives: at the highest dose activity, negative = active, most hits filed as inhibitors | hit rate 0.076% among 410,000 | AID 602310;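 also: % is scaled to controls: 0 for no effect and ±100 for the full control effect; nearly all actives have a fitted effect of over 60% in size; hits raise eYFP signal because A3G escapes Vif-driven loss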
Target sequence (Q9HC16 whole entry, looked up): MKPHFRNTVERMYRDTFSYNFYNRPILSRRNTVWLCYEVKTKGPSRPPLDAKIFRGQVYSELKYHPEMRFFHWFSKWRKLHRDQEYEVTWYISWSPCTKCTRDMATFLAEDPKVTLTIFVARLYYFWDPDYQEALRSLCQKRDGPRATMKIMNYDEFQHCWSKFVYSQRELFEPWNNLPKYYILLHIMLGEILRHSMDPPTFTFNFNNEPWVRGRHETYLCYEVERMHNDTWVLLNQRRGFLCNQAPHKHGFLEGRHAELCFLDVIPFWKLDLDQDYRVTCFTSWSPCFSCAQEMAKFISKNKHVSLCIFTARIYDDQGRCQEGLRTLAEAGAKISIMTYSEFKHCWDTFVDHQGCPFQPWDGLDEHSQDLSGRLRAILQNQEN
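HeLa cells stably expressing Vif and C-terminally eYFP-tagged A3G, seeded overnight at 37 deg C, then exposed to compound by pintool overnight at 37 deg C. Rise in yellow fluorescence (Ex 488/Em 500-530, Acumen) marks blocked Vif-driven A3G degradation.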
TrxR1 substrate: substrates of rat thioredoxin reductase 1. O89049. purified TrxR1 substrate turnover, NADPH consumption readout. Potency, µM (highest dose often 114 µM), inactives show at the highest dose activity change, negative = substrate turnover. hit rate 0.01% among 390,000. AID 588456; also: % is scaled to controls: 0 for no effect and ±100 for the full control effect; nearly all actives have a fitted effect of over 50% in size
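Rat TrxR1, dispensed at 90 nM, was prereduced with 400 uM NADPH (final) for 5 min at ~22 deg C, then incubated with compound 15 min before 400 uM selenite. A first-read NADPH fluorescence drop versus no-compound background flagged substrates.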
Vif-A3F inh: Vif-A3F binding inhibition; Potency, µM (titrated, usually from 46.1 µM), without a hit: at the top dose activity, negative = active; HeLa A3F-eYFP + Vif (tagged APOBEC3F with the HIV-1 protein that degrades it), YFP fluorescence increase; AID 602313; hit rate 0.2% among 390,000; also: % of control where 0% means no effect; nearly all actives have a fitted effect of over 65% in size
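HeLa cells stably expressing Vif plus C-terminally eYFP-tagged A3F were seeded, incubated overnight at 37 deg C, dosed with compound, incubated overnight again at 37 deg C. Yellow fluorescence (Ex 488/Em 500-530) reported blocked Vif-mediated A3F-eYFP degradation.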
The depositor's hits bear a star; i = inactive; ? = inconclusive; / = no result given; [ ] = remark or other dose. Calls follow the shape of the dose curve; as a rule, active = well fitted curve in the direction sought with a large enough effect; inconclusive = small, poorly fitted or top-dose-only effect, or another doubt; inactive = no such curve, though single readings can be large; an effect the other way counts as inactive or inconclusive. Potency is read from the fitted curve at half-maximal effect. The list is partial; the hit share may differ from the screen's.

SMILES | RGS4 inhibitor | RXFP1 agonist | TrxR1 inh | IDH1 R132H inh | ALOX12 inh | USP1 inh | Vif-APOBEC3G blk | TrxR1 substrate | Vif-A3F inh
CCSc1nc2c(c(-c3ccc(C)o3)c1C#N)CCCC2 | ? | 2.9% | 13%[11.4 µM] | 0% | ? | -22% | 3% | -21%[11.4 µM] | -3%
O=C(NCc1ccc(F)cc1)c1cccc(NC2=NC3CS(=O)(=O)CC3S2)c1 (stereo not drawn) | 19% | 7.9% | -6%[57.1 µM] | -11% | -5% | 0% | 7% | 2%[57.1 µM] | -5%
C#CCOCCOCCOCCNc1nc(N2CCOCC2)nc(N2CCN(C(=O)[C@H](CCCCN)n3cc([C@@H](N)C(C)CC)nn3)CC2)n1 (stereo partly drawn) | -5% | 3.2% | -9%[57.1 µM] | -4% | ? | -17% | 1% | 1%[57.1 µM] | -4%
O=C(c1ccc(CS(=O)(=O)c2ccc(Br)cc2)o1)N1CCOCC1 | -27% | -1.2% | ? | -5% | 4% | ? | 3% | 5% | -12%
CCOc1ccccc1NC(=O)CSc1nnc(CNC(=O)c2cc(OC)c(OC)c(OC)c2)o1 | 7% | -1.3% | 27% | -12% | -20% | -9% | 0% | 1% | 0%
CNC(=O)COC(=O)c1ccccc1C(=O)c1ccc(Cl)c([N+](=O)[O-])c1 | -3% | -0.2% | ? | -6% | -20% | -22% | -1% | 5%[57.1 µM] | 2%
COc1cc(-c2noc(-c3ccc(NCC4CCCO4)c([N+](=O)[O-])c3)n2)cc(OC)c1OC (stereo not drawn) | 12% | -4.1% | -1% | -1% | -10% | -10% | 3% | -8% | 6%
CCOC(=O)C(C)NC(=O)c1cn(-c2ccc(OC)cc2)c(=O)c2ccccc12 (stereo not drawn) | -4% | 1.4% | 14% | 0% | -21% | -16% | 3% | -4% | 11%
Cc1ccc(-c2nn(-c3ccccc3)cc2/C=C/C(=O)O)o1 | -95%[56.9 µM] | 2.3% | ? | 10% | 37%[activator] | -6% | -4% | 40%[activator] | -3%
CN(C)C1(CNC(=O)C2CCC(=O)N(Cc3ccc(Cl)cc3)C2)CCCCC1 (stereo not drawn) | 24% | 0.6% | 21% | 3% | -28% | -1% | 0% | -1% | 3%
O=C(Cc1c(F)cccc1Cl)NCC1CCCO1 (stereo not drawn) | 3% | -0.2% | 20% | 3% | 11% | -9% | -1% | 13% | -6%
CC1(C)CC(=O)C=C(Nc2ccccc2NC(=O)c2cnccn2)C1 | -3% | 0.7% | -10% | 8% | 8% | -12% | -2% | -11% | -26%

Reformatted tab-delimited: entries from further up
Compound	RGS4 inhibitor	RXFP1 agonist	TrxR1 inh	IDH1 R132H inh	ALOX12 inh	USP1 inh	Vif-APOBEC3G blk	TrxR1 substrate	Vif-A3F inh
O=C(NCc1ccc(F)cc1)c1cccc(NC2=NC3CS(=O)(=O)CC3S2)c1 (stereo not drawn)	19%	7.9%	-6%[57.1 µM]	-11%	-5%	0%	7%	2%[57.1 µM]	-5%
C#CCOCCOCCOCCNc1nc(N2CCOCC2)nc(N2CCN(C(=O)[C@H](CCCCN)n3cc([C@@H](N)C(C)CC)nn3)CC2)n1 (stereo partly drawn)	-5%	3.2%	-9%[57.1 µM]	-4%	?	-17%	1%	1%[57.1 µM]	-4%

Next part:
SMILES | RGS4 inhibitor | RXFP1 agonist | TrxR1 inh | IDH1 R132H inh | ALOX12 inh | USP1 inh | Vif-APOBEC3G blk | TrxR1 substrate | Vif-A3F inh
O=c1[nH]cnc2sc3c(c12)CCCC3 | -3% | -2.9% | 4% | 6% | ? | -5% | 0% | 3% | -1%
CCCOc1ccc(C(F)(F)F)cc1NC(=O)CN1C(=O)C(=O)N(CC)C1=O | -26% | -0.7% | -10% | 2% | -4% | -10% | 1% | -10% | 4%
O=C(Nc1cccc2ccccc12)/C(Cl)=C/c1ccccc1 | -3% | 1.3% | -9% | 6% | -25% | -18% | -18% | 5%[57.1 µM] | -8%
O=C(c1csc2ccccc12)N1CCN(c2ccc(Cl)c(Cl)c2)CC1 | -31% | 3.6% | -3% | 0% | -3% | -28% | 0% | -4% | -5%
Cc1ccc(OCC(=O)Nc2ccc3c(c2)CCC3)c([N+](=O)[O-])n1 | -1% | -1.2% | 13%[57.1 µM] | 6% | 24% | -5% | -1% | 8%[57.1 µM] | -2%
O=S(=O)(NCCc1cn2ccccc2n1)c1ccc2c(c1)OCCO2 | 3% | 1.8% | 27%[57.1 µM] | -3% | 31% | -13% | -4% | 13%[57.1 µM] | -1%
CCc1nnc(NC(=O)Cc2ccc(OC)c(OC)c2)s1 | 8% | -1.9% | 29% | -3% | 7% | -13% | -8% | 3% | -8%
COc1ccc(-n2nc(C(=O)NCC(=O)NC(C)C)c3ccccc3c2=O)cc1 | -6% | 2.0% | -4% | 4% | 120%[activator] | -18% | 2% | 7%[57.1 µM] | 6%
CC(NC(=O)Cc1cccs1)C(c1cccs1)N1CCOCC1 (stereo not drawn) | 6% | -2.0% | -13% | 2% | -17% | -23% | -4% | -11% | 6%
CCCC[C@@H]1CN=C(N)N1CCc1cc(C(F)(F)F)cc(C(F)(F)F)c1 | 7% | 0.6% | 5%[57.1 µM] | 0% | -15% | 18% | 1% | 4%[57.1 µM] | 7%
Cc1cc(OCCCCOc2ccc(C#N)cc2)ccc1[N+](=O)[O-] | -11% | 0.0% | 5%[57.1 µM] | 0% | 0% | -16% | 1% | 0%[57.1 µM] | -2%
O=C(NCCc1cn2ccccc2n1)c1cc(COc2c(F)cccc2F)on1 | 44% | -1.1% | 15%[57.1 µM] | -3% | -2% | -21% | -9% | 6%[57.1 µM] | 2%
COc1ccc(N2C(=S)N=C(Nc3ccccc3)C23CCCCC3)cc1 | -17% | -0.2% | -10% | 9% | i | -21% | 0% | -9% | 1%
C/C(CCc1ccccc1)=N/NC(=O)C(=O)NC(C)c1ccccc1 (stereo not drawn) | -20% | -0.7% | 13%[57.1 µM] | 3% | 10% | -7% | 0% | 4%[57.1 µM] | 10%
O=[N+]([O-])c1ccc(-c2cccnc2)cc1 | 24% | / | 15% | 4% | -22% | -4% | 0% | 1% | -8%
Cc1ccccc1/C=C(\C#N)c1nc(-c2ccc(Cl)cc2)cs1 | 7% | -0.7% | 8% | 2% | ? | -25% | -6% | 10%[11.4 µM] | 0%
CCOC(=O)c1cnc2c(ccc3ccccc32)c1Nc1ccc(C(C)=O)cc1 | -11% | 4.6% | 8% | -14% | -11% | -20% | -18% | 7% | -8%
C#CCOCCOCCOCCNc1nc(N2CCN(C(=O)[C@H](CCC(=O)O)n3cc([C@@H](N)[C@H](C)CC)nn3)CC2)nc(N2CCN(C(=O)[C@H](CCC(=O)O)n3cc([C@@H](N)CC(N)=O)nn3)CC2)n1 | -1% | / | -8% | -8% | -21% | -25% | -2% | 2% | 4%
CCOc1ccc(C(CC(=O)O)NC(=O)Cc2ccccc2)cc1OC (stereo not drawn) | -11% | 4.7% | -22% | 8% | -8% | 3% | 8% | -13% | -12%
CCOC(=S)SCc1cn2cccc(C)c2n1 | 7% | -0.2% | 16% | 6% | -3% | -4% | -7% | 5%[57.1 µM] | -2%
CCN(CC(=O)NCc1ccc(F)cc1)C(=O)CN1CCN(c2cc(Cl)ccc2C)CC1 | 2% | 1.6% | 19%[57.1 µM] | 0% | -9% | ? | 1% | -18%[57.1 µM] | 10%

In the list so far, 3 have two or more sulfur atoms.
SMILES | RGS4 inhibitor | RXFP1 agonist | TrxR1 inh | IDH1 R132H inh | ALOX12 inh | USP1 inh | Vif-APOBEC3G blk | TrxR1 substrate | Vif-A3F inh
O=C(NCc1ccc(F)cc1)c1cccc(NC2=NC3CS(=O)(=O)CC3S2)c1 (stereo not drawn) | 19% | 7.9% | -6%[57.1 µM] | -11% | -5% | 0% | 7% | 2%[57.1 µM] | -5%
CC(NC(=O)Cc1cccs1)C(c1cccs1)N1CCOCC1 (stereo not drawn) | 6% | -2.0% | -13% | 2% | -17% | -23% | -4% | -11% | 6%
CCOC(=S)SCc1cn2cccc(C)c2n1 | 7% | -0.2% | 16% | 6% | -3% | -4% | -7% | 5%[57.1 µM] | -2%

Compound activity from PubChem BioAssay.
